Compound activity (PubChem BioAssay)
Pemphigus Ab inh – inhibitors of pemphigus antibody binding to DSG3, primary screen, biochemical, bead-based, flow cytometry, scFv-GFP | Desmoglein-3 (Homo sapiens), P32926 | DSG3-coupled beads, scFv-anti-DSG3-GFP binding; stronger effect = lower value | binding (percent of control), % at 10 µM | 0.48% of 310,000 active;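 active = binding more than 3 SD below its plate's average and above zero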;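 also: hits lower antibody fragment binding to DSG3; some compounds called inactive have numbers as strong as hits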
Target sequence (P32926 whole entry, looked up, the tested form may be a part): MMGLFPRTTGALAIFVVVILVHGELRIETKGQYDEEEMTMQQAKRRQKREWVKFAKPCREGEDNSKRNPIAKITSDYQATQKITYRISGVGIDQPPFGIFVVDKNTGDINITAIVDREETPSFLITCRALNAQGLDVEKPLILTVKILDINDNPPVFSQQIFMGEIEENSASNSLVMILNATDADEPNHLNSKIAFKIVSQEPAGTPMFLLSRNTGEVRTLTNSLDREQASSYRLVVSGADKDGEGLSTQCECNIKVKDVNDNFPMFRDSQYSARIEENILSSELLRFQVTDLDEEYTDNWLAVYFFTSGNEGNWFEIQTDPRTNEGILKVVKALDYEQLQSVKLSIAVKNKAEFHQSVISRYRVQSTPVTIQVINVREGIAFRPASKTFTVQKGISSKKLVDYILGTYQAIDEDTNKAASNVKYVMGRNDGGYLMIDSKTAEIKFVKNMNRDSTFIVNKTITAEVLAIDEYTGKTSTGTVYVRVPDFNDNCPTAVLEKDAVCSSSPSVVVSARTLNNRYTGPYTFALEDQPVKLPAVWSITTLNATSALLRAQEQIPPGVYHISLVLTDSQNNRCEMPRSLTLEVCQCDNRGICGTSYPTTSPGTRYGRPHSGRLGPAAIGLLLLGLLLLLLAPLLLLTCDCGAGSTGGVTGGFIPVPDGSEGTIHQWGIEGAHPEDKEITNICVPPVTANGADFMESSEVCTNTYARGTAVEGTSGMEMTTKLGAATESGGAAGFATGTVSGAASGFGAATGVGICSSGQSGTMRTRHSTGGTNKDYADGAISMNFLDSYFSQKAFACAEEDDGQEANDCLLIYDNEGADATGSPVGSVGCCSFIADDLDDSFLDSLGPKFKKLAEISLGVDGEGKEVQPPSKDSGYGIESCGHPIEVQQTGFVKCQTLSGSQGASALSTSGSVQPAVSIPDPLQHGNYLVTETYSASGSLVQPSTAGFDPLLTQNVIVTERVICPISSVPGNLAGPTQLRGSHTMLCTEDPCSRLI
C-LANA FP – inhibitors of KSHV C-LANA binding to DNA, primary screen, biochemical, fluorescence polarization, FAM-LBS DNA, MBP-C-LANA, single point; Kaposi's sarcoma herpesvirus LANA C-terminal domain (residues 932-1162) DNA binding; inhibition, % at 9 µM; 0.078% of 340,000 active;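 active = highest replicate inhibition at or above 60% at 9 µM, even if other replicates fall short; inactive = all replicates below 60% inhibition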;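 also: 0% = neutral control wells and 100% = 4 µM acridine orange control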
V-ATPase pHluor – regulators of yeast V-ATPase proton pumping, primary screen, pHLuorin cytosolic pH fluorescence; S. cerevisiae; response, % at 10 µM; 0.37% of 350,000 active; in the data active = response mostly above about 7.3%, no sharp cut-off; inactive = mostly below about 5.4%; also: actives read high; inactives centre near 0; some compounds called inactive have numbers as strong as hits; reference of the scale not given here
OPRM1-OPRD1 inv – inverse agonists of MOR-DOR heterodimerization, primary screen, cell-based, luminescence | Mu-type opioid receptor (Homo sapiens) + Delta-type opioid receptor (Homo sapiens), … | cell-based MOR-DOR heterodimer luminescence, inverse agonism | inhibition, % at 9.3 µM | 0.21% of 340,000 active | AID 504357, 2011; in the data active = inhibition above about 22%, passing the limit was not always enough;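 also: 0% = cells with DMSO and 100% = wells without cells with DMSO; values of inactives mirror those of a sister screen read the other way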
Wnt act – Wnt/beta-catenin pathway activators, primary screen, cell-based, plate reader, single point; AID 743398, 2014; 1.2% of 300,000 active; activation, % at 9.35 µM; Wnt/beta-catenin reporter cell assay, activator; in the data active = activation above about 30%, passing the limit was not always enough;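 also: 0% = neutral control wells and 100% = positive control wells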
Cardiac RTF inh – cardiac RTF calcium sensitivity inhibitors, primary screen, biochemical, IANBD-TnC fluorescence, EC70 calcium. Troponin I, cardiac muscle (Homo sapiens) + Troponin T, cardiac muscle (Homo sapiens) + …. IANBD-labeled cardiac RTF, Ca2+ fluorescence. inhibition, % at 7.15 µM. 0.12% of 340,000 active. AID 493244, 2011;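 active = inhibition above the mean inhibition of all tested compounds plus 3 SD, cut at about 17% in these data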;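 also: assay run at fixed EC70 calcium of 1.6 mM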
OPRM1-OPRD1 ag – agonists of OPRM1-OPRD1 heterodimerization, primary screen, cell-based, luminescence; Mu-type opioid receptor (Homo sapiens) + Delta-type opioid receptor (Homo sapiens), …; cells; activation, % at 9.3 µM; 0.3% of 340,000 active; AID 504326, 2011; in the data active = activation above about 18%;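 also: 0% = vehicle-treated cells and 100% = reference agonist; values of inactives mirror those of a sister screen read the other way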
Arrestin-AP2 inh – inhibitors of beta-arrestin/AP2 binding, primary screen, biochemical, GPCR trafficking, flow cytometry | beta-arrestin 1 C-terminal peptide binding to AP2 beta2-adaptin appendage (human) | FITC-arrestin peptide / GST-AP2 beads; AP2 beta2 appendage carries R879A mutation | inhibition, % at 10 µM | 0.31% of 340,000 active | AID 504490, 2011;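 active = inhibition above a set limit, near 3 SD of compounds lacking own fluorescence, cut at about 54% in these data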;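 also: plate controls were DMSO wells for no effect and 5 µM unlabelled arrestin peptide for full effect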
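Assay system: GST-AP2 R879A bound to glutathione beads, E. coli-expressed; Medium: PBS with 0.05% Tween 20 and 0.1% BSA; Also added: fluorescein-tagged arrestin peptide at 50 nM final; Timing: 12 min plus 1 h, RT; Measured by: flow cytometry, FL1 (488/535 nm); Evaluation: percent drop in bead-associated FITC signal.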
cardiac RTF act – cardiac RTF calcium sensitivity activators, primary screen, biochemical, IANBD-TnC fluorescence, EC20 calcium | activation, % at 7.2 µM | 0.24% of 340,000 active | AID 493008, 2010 | IANBD-labeled TnC RTF fluorescence at EC20 calcium; 0% EC20 calcium, 100% full calcium;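 active = activation above the mean over all tested compounds plus 3 SD, cut at about 30% in these data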;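 also: rise in fluorescence read as greater calcium sensitivity of cardiac thin filaments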
Keap1 Nrf2 FP – Keap1-Nrf2 protein-protein interaction inhibitors, primary screen, biochemical, fluorescence polarization, single point | Kelch-like ECH-associated protein 1 (Homo sapiens), Q14145 | Keap1 Kelch-Nrf2 peptide fluorescence polarization, 1536-well | inhibition, % at 9.4 µM | 0.15% of 340,000 active | AID 504523, 2011; in the data active = inhibition above about 12%;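 also: human Keap1 Kelch domain with fluorescein labeled Nrf2 9mer peptide probe; 0% = neutral control wells and 100% = peptide positive control; higher means more block of Keap1 binding to Nrf2 peptide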
The depositor's hits bear a star; · = no result given.

Pemphigus Ab inh	C-LANA FP	V-ATPase pHluor	OPRM1-OPRD1 inv	Wnt act	Cardiac RTF inh	OPRM1-OPRD1 ag	Arrestin-AP2 inh	cardiac RTF act	Keap1 Nrf2 FP	SMILES
118	2.6	2	7	-4	1	-1.3	-10	-3	-4	COC(=O)/C(C#N)=C/c1c(Oc2cc(C)cc(C)c2)nc2c(C)cccn2c1=O
91	-0.6	-2	17	2	5	-3.2	9	-2	-1	CC1CN(Cc2ccco2)C(=S)NC1=O (centres undefined)
·	-0.4	-3	5	1	-5	-1.0	8	-1	1	CCCCNC(=O)CSc1nc2ccccc2c(=O)n1Cc1ccc2c(c1)OCO2
·	1.6	2	15	-3	-7	-3.1	28	-2	1	Cc1nc(CN2CCCCC2)c(O)c(=O)[nH]1
105	-2.5	0	13	0	-9	-2.5	-8	0	-6	Cc1ccc(S(=O)(=O)N2CCCCC2)cc1NC(=O)CNCc1ccco1
97	0.3	7	13	0	-10	-2.6	-14	3	4	O=C(COc1ccc2c(c1)CCC2)N1CCN(c2ccc(F)cc2)CC1
108	1.1	-1	-61	·	-28	11	4	0	-4	Cc1ccc2nc(/C(C#N)=C/c3cn[nH]c3-c3ccc(F)cc3)[nH]c2c1
99	0.3	-3	6	-2	-6	-1.1	1	0	3	COc1cc2c(c(OC)c1)C(c1ccncc1)CC(=O)N2 (centres undefined)
111	0.6	-6	5	0	-13	-0.8	2	-1	-4	COCCn1c(SCC(=O)Nc2cc(C)cc(C)c2)nnc1C(C)C
161	1.2	4	6	11	-6	-1.0	-2	6	1	CS(=O)(=O)NN1C(=O)c2ccccc2NC1c1c[nH]c2ccccc12 (centres undefined)

Next section, overlapping the part above by two compounds.
Pemphigus Ab inh	C-LANA FP	V-ATPase pHluor	OPRM1-OPRD1 inv	Wnt act	Cardiac RTF inh	OPRM1-OPRD1 ag	Arrestin-AP2 inh	cardiac RTF act	Keap1 Nrf2 FP	SMILES
111	0.6	-6	5	0	-13	-0.8	2	-1	-4	COCCn1c(SCC(=O)Nc2cc(C)cc(C)c2)nnc1C(C)C
161	1.2	4	6	11	-6	-1.0	-2	6	1	CS(=O)(=O)NN1C(=O)c2ccccc2NC1c1c[nH]c2ccccc12 (centres undefined)
107	3.1	-2	8	0	-10	-1.7	-8	0	5	Cc1ccccc1CC(=O)NC1CCN(C)CC1
106	-0.7	0	11	2	-19	-1.9	36	2	2	Nc1ccn(Cc2cccc(Cl)c2)n1
101	0.7	5	7	2	0	-1.3	25	-2	-2	N#CCC(=O)Nc1ccc(C(=O)NNC(=S)NC2CC2)cc1
93	0.1	-2	3	2	-2	-0.5	102*	2	3	CN(C)c1ccc(/C=N\Nc2nc(-c3ccccc3)cc(=O)[nH]2)cc1
·	-0.5	0	14	-2	-6	-2.8	3	0	-4	Cc1cc(C)nc(NS(=O)(=O)c2cccs2)c1
100	0.8	-3	17	·	-10	-3.0	3	-8	-3	COC(=O)C1=NN(c2ccccc2)C2(S1)S/C(=C\c1ccccc1)C(=O)N2c1ccccc1 (centres undefined)
107	-0.1	1	14	-6	-5	-2.2	-12	-3	1	CC(OC(=O)C1CC1C)C(=O)Nc1ncc(Cl)cc1Cl (centres undefined)
112	-3.3	-6	-4	-2	-26	0.7	-10	22	-14	CCCN1C(=O)/C(=C/c2ccc(N3CCOCC3)cc2)NC1=S
101	1.8	-3	19	·	-9	-3.6	1	1	1	NNC(=O)c1ccc(Cn2cc(Cl)cn2)cc1
99	2.0	-1	8	6	3	-1.4	25	1	2	CS(=O)(=O)c1ccc2nc(NC(=O)c3ccc(Cl)nc3)sc2c1
88	-1.5	2	8	5	10	-1.3	3	-8	3	CCOc1cc(C=O)ccc1OS(=O)(=O)c1ccc(NC(C)=O)cc1
91	-0.5	2	-1	1	2	0.2	-6	2	-6	O=C(CNc1n[nH]c(=O)[nH]c1=O)N/N=C/C=C/c1ccccc1
105	2.2	·	-34	2	-8	4.7	4	-2	0	COc1ccc(C(=O)NCC(=O)N=Nc2c(O)n(Cc3ccccc3)c3ccccc23)cc1OC
·	0.3	3	12	-3	3	-2.1	-6	5	-5	O=C(NNc1cccc(Cl)n1)Nc1cccc(Cl)c1
62	-0.3	-2	11	9	-5	-2.1	5	6	-4	COc1ccc(S(=O)(=O)N2CCOCC2)cc1NC(=O)c1ccc(-n2nc(C)cc2C)cc1
108	-1.0	3	6	·	-6	-1.1	1	1	-4	CCC(C)NC(=O)CC(c1ccc(OC)cc1)n1cccc1 (centres undefined)
105	0.4	3	17	-3	-8	-3.2	1	4	-3	CCOC(=O)c1c(S(=O)(=O)NCC(=O)N2CCN(c3cccc(OC)c3)CC2)c(C)n(C)c1C
104	-1.3	-2	9	-1	2	-2.0	-8	-9	-1	Cc1ccc([C@H]2C(C(=O)O)=CC[C@@H](c3cccc(Cl)c3)N2S(=O)(=O)c2ccc(C)cc2)cc1
107	0.0	0	5	-1	-7	-0.9	-13	1	1	COc1ccc(CCC(=O)Nc2nnc(C(F)(F)F)s2)cc1
91	-1.1	-2	2	-3	-3	-0.4	-6	-2	-1	CC1Cc2nc(SCC(=O)NCc3ccco3)n(-c3ccccc3)c(=O)c2S1 (centres undefined)
94	-0.2	9	-30	1	3	5.7	-13	-2	-6	O=C(/C=C/c1cccc(C(F)(F)F)c1)OCC(=O)N1CCN(c2ccccc2)CC1
109	-0.2	5	6	0	-1	-1.1	15	5	0	CCOC(=O)c1ccc(NC(=O)C2CCCN(S(=O)(=O)c3cnc[nH]3)C2)cc1 (centres undefined)
103	-1.0	21*	-5	-8	-17	1.0	10	-2	4	CC(NC(=O)COC(=O)/C=C/c1cccc(C(F)(F)F)c1)c1ccccc1 (centres undefined)
109	-0.9	-2	12	3	-2	-2.1	18	3	-1	Cc1cccc(-n2c(Cc3cc(=O)[nH]c(=O)[nH]3)nnc2SCC(=O)N2CCc3ccccc32)c1
101	1.5	-4	12	-2	-13	-2.3	2	1	-1	Cc1ccccc1N1C(S)=C(C#N)C(=O)NC12CCCCC2
97	-1.9	6	1	-1	0	-0.2	8	-1	3	Cn1c(=O)oc2cc(S(=O)(=O)CCC(=O)N3CCN(c4ccccc4F)CC3)ccc21
110	2.2	0	0	40*	-1	0.1	6	-5	-6	Cc1ccc2cc(NC(=O)c3ccccc3)ccc2n1
134	6.0	-1	14	-1	-68	-2.6	25	70*	0	O=c1oc2c3c4c(cc2c(C(F)(F)F)c1CCN1CCOCC1)CCCN4CCC3
103	0.4	0	12	·	-4	-2.5	2	3	-4	CCOC(=O)N1CCN(S(=O)(=O)c2cc([N+](=O)[O-])c(C)cc2C)CC1
105	0.1	0	2	·	-6	-0.3	20	0	-5	O=C(NCCN1CCOCC1)C1CCN(S(=O)(=O)N2CCCCC2)CC1
94	-2.8	-1	-3	-2	-11	0.5	17	-1	-6	COc1ccc(S(=O)(=O)N2CCOCC2)cc1NC(=O)c1ccc(OC(F)F)cc1
102	-3.4	-3	21	1	-2	-3.6	2	0	0	O=C(Nc1ccccc1)C1=C[C@H](c2coc3ccccc3c2=O)C[C@H](OCCCCO)O1
100	0.0	-3	-6	0	-4	0.9	6	-2	5	COc1ccc(Cl)cc1/C=N/NC(=O)c1c(-c2ccccc2)noc1C
121	0.1	3	-9	-19	-1	1.6	19	-3	0	COc1ccc(NS(=O)(=O)c2ccc(Oc3c(C#N)cccc3C#N)cc2)cc1
89	-2.0	-1	-24	·	-2	4.7	2	-4	-4	CN1C(=O)/C(=C/c2ccccc2OCc2cccc(F)c2)NC1=S
104	-3.1	3	2	·	10	-0.3	19	2	-2	CCCCCCC(=O)Nc1c2c(nc3ccccc13)N(C)CC2
·	0.2	0	4	0	-5	-0.8	7	5	0	COc1ccc(/C(=C/c2ccc(OC(F)F)c(OC)c2)C(=O)O)cc1OC
103	0.6	1	24	·	-5	-5.4	22	-2	0	N#CC12CCCCC1CC1CCCCC1(C#N)N2Cc1cccnc1 (centres undefined)
98	1.0	-3	12	·	-8	-2.5	10	17	-5	O=C(C1=C(O)C(=O)N(CCN2CCOCC2)C1c1ccc([N+](=O)[O-])cc1)c1cccs1 (centres undefined)
100	-0.6	1	7	-2	0	-1.2	4	2	4	COCCN(C(=S)Nc1ccc(OC)cc1)C1CCN(C(C)=O)CC1
98	1.5	-2	8	-2	-6	-1.5	14	3	4	CCCn1c(=N)c(S(=O)(=O)c2ccc(F)cc2)cc2c(=O)n3ccccc3nc21
87	0.3	-1	8	·	1	-1.2	3	1	3	COc1cccc(N=Nc2c(=O)[nH]n3c(C)cc(C)nc23)c1
104	-0.3	-3	8	5	-7	-1.6	2	7	-10	N#CC1=C(N)Oc2cc(N)ccc2C1c1cccnc1 (centres undefined)
122	0.3	-1	-20	-2	-5	2.5	21	-4	0	Cc1ccc(Oc2ccc(OCC(=O)NC3CCS(=O)(=O)C3)cc2)cc1 (centres undefined)
95	-0.6	3	-17	·	5	2.9	6	2	-9	O=C(Cn1ncn2c(cc3ccccc32)c1=O)NCCC1=CCCCC1
·	0.9	-1	12	1	-3	-2.4	-5	0	-2	Cn1cnc(S(=O)(=O)N2CCN(C(c3ccc(F)cc3)c3ccc(F)cc3)CC2)c1
99	-1.3	2	5	-1	-4	-0.8	14	-3	-4	O=C(NCc1ccc(F)cc1)C1CCN(C(=O)Nc2ccc(F)cc2)CC1
100	-3.8	·	1	-10	0	-0.2	10	0	3	COc1ccccc1Nc1nc(-c2cccc([N+](=O)[O-])c2)nc2ccccc12
108	-2.2	-5	15	0	-3	-2.8	4	0	5	Cc1cc(-c2nc(C)c(C(=O)NNC(=O)NC(C)C)s2)no1
115	-1.2	0	7	-3	-3	-1.4	0	-5	-4	Cc1ccc(NC(=S)NCc2ccc(Cl)cc2)c(C)c1
·	-0.9	-1	-29	-2	10	4.1	20	-3	-1	CC(C)CCN(C(=O)c1csnn1)C(C(=O)NC1CCCCC1)c1ccc(F)cc1 (centres undefined)
102	-0.5	0	12	0	1	-2.2	-3	-1	-3	Cc1ccc(S(=O)(=O)N(Cc2ccccc2)c2ccccc2C(=O)N2CCCCC2)cc1
104	-1.3	5	14	49*	-7	-2.9	-10	13	-2	Cc1ccc(-c2nnc(-c3cc(C)on3)o2)cc1
